OPRM1-OPRD1 inv = inverse agonists of MOR-DOR heterodimerization, primary screen, cell-based, luminescence. cell-based MOR-DOR heterodimer luminescence, inverse agonism. Mu-type opioid receptor (Homo sapiens) + Delta-type opioid receptor (Homo sapiens), …. inhibition, % at 9.3 µM. 0.21% of 340,000 active; in the data active = inhibition above about 22%, passing the limit was not always enough;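 also: 0% = cells with DMSO and 100% = wells without cells with DMSO; values of inactives mirror those of a sister screen read the other way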
Target sequence (P35372 whole entry, looked up): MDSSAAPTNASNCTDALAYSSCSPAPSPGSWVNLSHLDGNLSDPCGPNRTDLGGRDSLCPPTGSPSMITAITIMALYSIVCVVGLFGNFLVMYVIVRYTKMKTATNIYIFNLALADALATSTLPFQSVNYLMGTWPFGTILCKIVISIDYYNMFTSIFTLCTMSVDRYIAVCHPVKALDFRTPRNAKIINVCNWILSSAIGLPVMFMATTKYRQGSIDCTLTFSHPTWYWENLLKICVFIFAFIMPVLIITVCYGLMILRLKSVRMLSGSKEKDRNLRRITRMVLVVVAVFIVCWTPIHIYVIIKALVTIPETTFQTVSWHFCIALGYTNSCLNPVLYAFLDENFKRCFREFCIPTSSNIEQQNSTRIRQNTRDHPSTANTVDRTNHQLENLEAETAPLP
Target sequence (P41143 whole entry, looked up): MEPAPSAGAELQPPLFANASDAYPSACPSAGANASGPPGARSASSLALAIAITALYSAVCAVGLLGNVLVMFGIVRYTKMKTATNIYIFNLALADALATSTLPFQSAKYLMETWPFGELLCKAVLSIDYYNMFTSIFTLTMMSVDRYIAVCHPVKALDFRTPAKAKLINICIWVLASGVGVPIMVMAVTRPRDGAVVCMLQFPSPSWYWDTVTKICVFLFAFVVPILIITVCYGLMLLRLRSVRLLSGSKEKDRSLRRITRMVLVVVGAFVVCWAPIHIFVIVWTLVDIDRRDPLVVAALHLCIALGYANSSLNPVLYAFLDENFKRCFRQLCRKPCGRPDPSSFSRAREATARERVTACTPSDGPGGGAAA
Ecoli viability = E. coli V3065 growth inhibition, primary screen, counter-screen for AddAB inhibitor project, absorbance, OD600; 0.27% of 330,000 active; inhibition, % at 11.9 µM; 18 h;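 active = inhibition above the campaign's mean inhibition across all tested compounds plus 3 SD, cut at about 9.9% in these data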;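 also: uninfected addAB+ strain grown without phage in ampicillin broth; 0% = DMSO wells and 100% = ciprofloxacin 0.95 µg/ml wells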
PfHsp90 yeast 2 = growth inhibition of PfHsp90-expressing yeast, primary screen, antimalarial PfHsp90 inhibitor project, S. cerevisiae, BacTiter-Glo luminescence, single point, set 2. BacTiter-Glo ATP, 48 h; yeast lacking PDR1 and PDR3 efflux regulators. inhibition, % at 9.4 µM. 0.32% of 310,000 active;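 active = every replicate shows inhibition above about 80%, whatever the replicate mean, limit read from the data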;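 also: 0% = DMSO neutral controls and 100% = 20 µM radicicol positive controls; yeast relying on Plasmodium falciparum Hsp90 in place of its own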
AddAB inh = growth inhibition of E. coli expressing H. pylori AddAB, primary screen, AddAB inhibitor project, absorbance; inhibition, % at 11.9 µM; 0.29% of 330,000 active; in the data active = inhibition above about 12%;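 also: 0% = vehicle wells of infected cells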
Tat transport = E. coli Tat export inhibitors, primary screen, MC4100, TorA-mCherry reporter, fluorescence, single point; 0.036% of 340,000 active; inhibition, % at 10 µM;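 active = mean replicate inhibition at least 50% and at least half of replicates individually reaching 50%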;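 also: exported cargo escapes ClpAP degradation while cytoplasmic cargo is degraded and loses fluorescence; 0% = median of neutral control wells and 100% = median of NaSCN control wells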
DSG3 Ab inh = inhibitors of pemphigus antibody binding to DSG3, primary screen, biochemical, bead-based, flow cytometry, scFv-GFP. Desmoglein-3 (Homo sapiens), P32926. DSG3-coupled beads, scFv-anti-DSG3-GFP binding; hits give low values. binding (percent of control), % at 10 µM. 0.48% of 310,000 active;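 active = binding more than 3 SD below its plate's average and above zero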;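 also: hits lower antibody fragment binding to DSG3; some compounds called inactive have numbers as strong as hits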
Arr AP2 block = inhibitors of beta-arrestin/AP2 binding, primary screen, biochemical, GPCR trafficking, flow cytometry | beta-arrestin 1 C-terminal peptide binding to AP2 beta2-adaptin appendage (human) | FITC-arrestin peptide / GST-AP2 beads; AP2 beta2 appendage carries R879A mutation | inhibition, % at 10 µM | 0.31% of 340,000 active;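 active = inhibition above a set limit, near 3 SD of compounds lacking own fluorescence, cut at about 54% in these data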;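 also: plate controls were DMSO wells for no effect and 5 µM unlabelled arrestin peptide for full effect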
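Assay system: GST-AP2 R879A bound to glutathione beads, E. coli-expressed; Medium: PBS with 0.05% Tween 20 and 0.1% BSA; Also added: fluorescein-tagged arrestin peptide at 50 nM final; Timing: 12 min plus 1 h, RT; Measured by: flow cytometry, FL1 (488/535 nm); Evaluation: percent drop in bead-associated FITC signal.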
phage Ecoli inh = growth loss of phage-infected E. coli, primary screen, RecBCD inhibitor project, absorbance, with phage, HTS. 0.26% of 360,000 active. inhibition, % at 11.9 µM; in the data active = inhibition above about 11%
Mot1-301 SUMO = yeast Mot1-301 growth rescue at high temperature, primary screen, SUMOylation pathway inhibitor project, S. cerevisiae, ATP luminescence, 38.5C; S. cerevisiae Mot1-301 growth rescue; percent above DMSO median, 100 means doubled; AID 2716, 2010; 1% of 320,000 active; growth rescue, % at 18.8 µM;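 active = every valid replicate shows activation above 250% relative to neutral control wells; inactive = the rest, any valid replicate at or below 250%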;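 also: OY570 slx delta 5 strain wells were the positive control but not used for scaling; some compounds called inactive have numbers as strong as hits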
OPRM1-OPRD1 ag = agonists of OPRM1-OPRD1 heterodimerization, primary screen, cell-based, luminescence; Mu-type opioid receptor (Homo sapiens) + Delta-type opioid receptor (Homo sapiens), …; cells; activation, % at 9.3 µM; 0.3% of 340,000 active; AID 504326, 2011; in the data active = activation above about 18%;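 also: 0% = vehicle-treated cells and 100% = reference agonist; values of inactives mirror those of a sister screen read the other way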
PKA-R1A activ = activators of PKA-R1A holoenzyme, primary screen, biochemical, fluorescence polarization, Cy5-IP20, bovine R1A, mouse PKAc. cAMP-dependent protein kinase type I-alpha regulatory subunit (Bos taurus) + …. PKA-R1A dissociation; scaled: DMSO 0%, 113 µM cGMP 100%. activation, % at 11.4 µM. 0.083% of 340,000 active. AID 504707, 2011;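 active = percent activation above the mean of all tested compounds plus 3 SD, cut at about 19% in these data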;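 also: higher means more PKAc released from R1A so a rise in polarization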
Starred values were filed as active, the others as inactive; nt = not tested or not shown.

SMILES,OPRM1-OPRD1 inv,Ecoli viability,PfHsp90 yeast 2,AddAB inh,Tat transport,DSG3 Ab inh,Arr AP2 block,phage Ecoli inh,Mot1-301 SUMO,OPRM1-OPRD1 ag,PKA-R1A activ
COc1ccc(-c2cnnc(N/N=C/c3ccc(O)cc3)n2)cc1,-13,0.4,6,2.4,-4,101,22,5.0,36,2.3,5
CC(=O)Nc1ccc(S(=O)(=O)NNC(=O)c2ccc(C)cc2)cc1,-2,0.8,0,-1.8,4,107,11,3.4,-14,0.3,7
CN(C)CCCN(C(=O)c1ccc(S(=O)(=O)N2CCc3ccccc32)cc1)c1nc2c(Cl)cccc2s1,-82,-1.1,14,-2.6,9,122,6,-1.4,-8,15,-4
CC(C)(C)OC(=O)NCCCCCC(=O)N/N=C/c1coc2ccccc2c1=O,9,-0.2,-58,2.6,4,nt,3,3.9,-5,-1.9,-6
CNC(=O)C(=O)Nc1c(C)cc(C)cc1C,2,0.0,0,4.7,-6,98,-1,2.4,0,-0.4,-5
COc1ccc(C(=O)NNC(=O)C(=O)NC2CCCCC2)cc1,13,-1.0,-14,-3.8,-1,116,-4,-2.8,-5,-2.4,-11
CC(C)[C@H](NC(=O)N1CCn2c1nc1ccccc12)C(=O)NCCc1ccccc1,nt,-2.8,-29,1.6,1,109,-4,-2.2,52,nt,-12
Cc1cc2sc3nc(=O)n(-c4ccccc4)c(=O)n3c2cc1C,10,0.5,-6,1.3,-2,nt,-9,-0.1,5,-2.1,-6
c1csc(-c2csc3nc(CN4CCOCC4)nc(NCc4ccc5c(c4)OCO5)c23)c1,18,-4.0,-2,-6.3,9,103,2,1.7,2,-3.4,-3
CCc1cc2cc(C)c(C)cc2nc1SCC(=O)NNC(=O)c1ccco1,0,-1.3,nt,2.7,-6,100,11,1.6,-2,0.0,-6
CCCCN(C(=O)c1ccc2c(c1)OCCO2)c1c(N)n(CCCC)c(=O)[nH]c1=O,-33,-1.1,7,-0.2,4,98,15,2.7,36,5.1,4
Cc1nn(Cc2ccccc2Cl)c(C)c1NC(=O)Cn1nc([N+](=O)[O-])c(Cl)c1C,2,1.0,4,3.2,-2,nt,-9,2.6,68,-0.4,-4
CC(C)C(NC(=O)c1ccccc1F)C(=O)NCCc1ccccn1 (stereo not drawn),12,-0.9,11,-1.0,2,103,-29,-0.8,13,-2.4,2
CCOC(=O)c1ccccc1OC(=O)CS(=O)c1ccccc1[N+](=O)[O-] (stereo not drawn),-6,-0.1,-5,2.7,1,79,4,4.7,-1,1.1,-6
O=C(NCCc1ccccc1)C1=CCN(S(=O)(=O)c2ccccc2)CC1,9,0.0,4,5.4,-1,nt,27,2.4,10,-1.8,-7
O=C1C=C(c2ccc3[nH]ccc3c2)C[C@@H](c2ccc(F)cc2)C1,-13,-1.7,-51,1.5,5,105,5,3.2,15,2.3,-10
COc1ccc(NC(=O)Nc2nc3ccccc3s2)cc1,-22,1.9,7,1.1,2,93,31,5.2,4,4.5,0
COC(CNC(=O)c1cc(-c2ccncc2)nc2ccc(S(=O)(=O)N3CCOCC3)cc12)OC,7,1.2,6,0.9,-4,99,-8,5.8,5,-1.4,-1
O=C(O)c1ccc(NC(=O)c2cn(-c3ccccc3)nc2-c2ccccc2)cc1,13,-0.9,1,1.0,16,101,2,4.9,-13,-2.3,-7
CSc1ccc(CCNC(=O)c2ccc(CS(=O)Cc3ccc(Cl)cc3)o2)cc1 (stereo not drawn),13,-0.1,5,2.4,3,109,11,0.7,6,-2.6,12
Fc1ccc(Br)cc1C1C=C(c2ccc(Br)s2)Nc2ncnn21 (stereo not drawn),1,0.2,-49,-1.8,-9,112,18,nt,-6,-0.2,-11
O=C(COC(=O)C1CC1)Nc1ccc(S(=O)(=O)N2CCOCC2)cc1,12,0.3,-16,-1.6,-8,129,-9,0.2,1,-2.4,2
COc1ccc(/C=N/NC(=O)c2c(C)nnn2-c2nonc2N)cc1OC,8,-0.6,-10,-5.5,0,103,-10,2.2,-4,-1.4,-11
C=CCC[C@H](Cc1ccc(F)cc1)C(=O)OC[C@H](C)NC(=O)[C@@H](CC=C)CC(=O)N[C@H](CO)Cc1ccccc1,6,-1.7,7,2.4,-10,105,-1,1.1,15,-1.4,-2
O=C(NCCCn1ccnc1)/C(=C\c1ccc(Br)cc1)NC(=O)c1ccccc1,8,-1.4,17,5.0,0,110,3,4.3,-7,-1.5,2
Cn1c(=O)c2c(ncn2CC(=O)Nc2cccc(S(=O)(=O)Nc3ccccc3F)c2)n(C)c1=O,nt,0.4,nt,-1.8,5,120,3,-0.5,-3,nt,-1
Nc1ccc(C=C2C=Cc3ccccc32)cc1,-5,nt,-1,nt,-2,127,5,0.8,nt,0.9,-7
CCn1c(=O)c2sccc2n2c(CCCC(=O)NC3CCN(Cc4ccccc4)CC3)nnc12,19,-1.8,16,1.9,-1,99,-4,2.2,-16,-3.8,5
COc1ccccc1N1CCN(C(=O)Cc2c(C(=O)O)[nH]c3ccc(Cl)cc23)CC1,1,-1.1,-11,2.6,-4,111,3,-0.5,308,-0.3,1
C[C@H]1CCC(=O)N([C@H](COc2ccccc2)Cc2ccccc2)CC1,-25,-1.4,12,1.3,11,108,20,0.5,76,4.4,3
Cc1ccccc1CC(=O)N1CCN(S(=O)(=O)c2ccc(Cl)s2)CC1,5,0.2,nt,2.9,6,97,33,3.8,38,-0.9,-3
C=CCNc1nnc(SCC(=O)N2CCCCC2)c2ccccc12,4,-2.5,nt,-0.5,-2,109,11,1.6,-2,-0.7,-5
Cc1ccc(NS(=O)(=O)c2cccc(C(=O)NCCCN3CCOCC3)c2)cc1,3,0.3,-3,-2.9,6,99,30,0.5,4,-0.5,5
O=C(c1cccs1)N(CC1CCCO1)c1nc(-c2ccccc2)cs1 (stereo not drawn),0,1.7,-50,2.1,8,103,5,2.0,24,0.1,4
Cn1nnc2cc(C(=O)NC(C)(C)C)ccc21,15,0.7,-1,-1.0,-1,nt,10,2.8,-7,-2.5,-10
CC1C(=O)NC(=O)C1c1ccccc1 (stereo not drawn),7,0.2,-20,1.6,-2,113,14,-0.4,-9,-1.4,-12
NC(=O)c1cccc2ccccc12,15,-2.1,-26,-3.1,5,97,4,4.8,-19,-2.9,-7
Cc1cccc2c3c([nH]c12)C(=O)CC(C)(C)S3,-13,-1.6,9,3.0,0,97,-1,4.3,-6,2.5,-6
O=C(CC1NCCc2ccccc21)Nc1ccc(Cl)cc1 (stereo not drawn),1,-0.9,20,1.0,-4,80,20,4.2,-2,-0.2,9
COc1cc(OC)c(C(=O)OCC(=O)NC23CC4CC(CC(C4)C2)C3)cc1OC,0,-2.4,-16,1.0,1,nt,-19,1.6,1,0.0,-20
Cc1ccc(C)c(NC(=O)C(c2ccccc2)N2CCN(CC(=O)N3CCOCC3)CC2)c1 (stereo not drawn),9,1.1,-5,1.2,1,99,5,2.6,-4,-2.1,-5
N#CCCN(C(=O)CN1CCN(S(=O)(=O)c2ccc3c(c2)OCCO3)CC1)c1ccc(F)cc1,15,1.8,nt,1.6,3,104,22,0.0,-16,-3.7,16
COc1ccc(NS(=O)(=O)c2cc(NC(=O)c3ccc(=O)[nH]c3)ccc2N2CCCC2)cc1,12,-3.3,3,3.9,-2,101,0,-2.0,-13,-2.4,10
CC(C)(C)c1ccc(C(=O)CSc2ncn[nH]2)cc1,13,0.2,-22,1.9,-5,101,-1,1.0,-1,-2.4,-4
COc1cccc(C(=O)NC2CCCc3c2cnn3-c2cc(C)cc(C)c2)c1 (stereo not drawn),10,nt,-2,nt,-6,nt,27,2.9,20,-1.9,2
O=C(c1ccco1)c1cn(CC(=O)N2CCCCC2)c2ccccc12,4,-2.4,nt,0.5,-6,105,22,6.5,15,-0.8,-2
O=C(c1ccco1)N1CCN(Cc2cc(=O)c(OCc3ccccc3F)co2)CC1,6,-1.3,4,-1.3,-2,101,-4,2.4,-5,-0.9,-3
Cc1ccc(NC(=O)CS(=O)CC(=O)N(CC(=O)NC2CCCC2)c2cc(C)ccc2C)cc1 (stereo not drawn),17,2.5,-7,-0.2,4,98,31,1.5,314,-2.9,8
O=C(Nc1ccccc1)C1CC2CCC1C2 (stereo not drawn),6,1.7,-5,6.5,5,106,8,1.6,-17,-1.2,6
O=C1CCN(S(=O)(=O)c2ccccc2)CCN1CCOCc1ccc(F)cc1,4,-1.9,21,1.9,3,102,13,1.2,4,-0.6,-3

The results go on:
SMILES,OPRM1-OPRD1 inv,Ecoli viability,PfHsp90 yeast 2,AddAB inh,Tat transport,DSG3 Ab inh,Arr AP2 block,phage Ecoli inh,Mot1-301 SUMO,OPRM1-OPRD1 ag,PKA-R1A activ
COc1cccc(-c2nc(C(N)=O)c3[nH]c(=O)n(-c4ccccc4)c3n2)c1OC,23,-0.5,5,-1.7,8,95,0,3.9,-6,-4.4,2
O=C(Nc1ccccc1F)C1CCCN1S(=O)(=O)c1cccc2nsnc12 (stereo not drawn),7,0.1,8,2.9,-11,99,2,-1.1,-6,-1.4,-12
Cc1ccc(C2NC(=O)c3ccccc3O2)cc1 (stereo not drawn),9,1.0,2,3.4,1,116,2,-1.3,-25,-1.7,0
O=C(c1ccncc1)N1CCN(S(=O)(=O)c2cc(C(F)(F)F)cc(C(F)(F)F)c2)CC1,5,-1.5,9,-1.2,4,105,0,1.8,-10,-0.7,4
O=c1cc(NC2CCCCC2)c2ccccc2o1,-6,-1.8,12,-0.1,23,98,3,0.5,-3,1.1,-4
CCOc1ccccc1NC(=O)NCc1ccc(F)cc1,7,-0.8,-23,4.6,-3,91,-4,4.6,14,-1.0,-10
